Bioassay records as filed in PubChem BioAssay.
MCF10A rereplic: inducers of DNA re-replication in MCF 10A breast cells; MCF 10A DNA re-replication, Hoechst nuclear intensity, 48 h; Potency, µM (titrated, usually from 46.1 µM), without a hit: at the highest dose activity, positive = re-replication, usual class: activators; 350,000 compounds, 2.9% hits; AID 624296; note: potency is the fitted concentration of half-maximal effect; % of control where 0% means no effect; nearly all actives have a fitted effect of over 50% in size
IL1B secr inh: inhibitors of inflammasome signaling (IL-1 beta secretion); AID 743279; 360,000 compounds, 4.7% hits; activity change, % at 57.5 µM; THP-1 LPS/ATP IL-1B secretion, AlphaLISA, 16 h; hits give low values; in the data active = activity change below about -50%; inconclusive = mostly about -30% to -49%; note: % is set by controls: 0 for no effect and ±100 for the full control effect
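Secreted IL-1B measured by AlphaLISA bead assay after 16 h compound exposure of THP-1 cells; compounds (final up to 57.5 uM) added 1 h before LPS (250 ng/mL) and ATP (1.25 mM) stimulation; lower signal means less secretion.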
HT1080 IDH1KD tx: HT-1080 IDH1 knockdown cell toxicity (counter line). HT-1080 IDH1 knockdown viability, ATP luminescence, 48 h. AID 686971. Potency, µM (highest dose often 46.1 µM), for the others: at the top dose activity, negative = toxicity, most hits filed as cytotoxic. 360,000 compounds, 2% hits;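 note: potency is the fitted concentration of half-maximal effect; 0% = DMSO wells and -100% = cell-free medium wells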
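Cytotoxicity counter-line: IDH1KD HT-1080, 48 h, CellTiter-Glo. Curves classed by r2, magnitude and activity.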
ATXN2 expr inh: reduces ATXN2 reporter expression in HEK-293 cells. 360,000 compounds, 0.72% hits. HEK-293 ATXN2-luciferase reporter, luminescence, 24 h. AID 1745845. Potency, µM (highest dose often 57 µM), for the others: at the highest dose activity change, negative = inhibition, usual class: inhibitors; note: potency is the fitted concentration of half-maximal effect; % is set by controls: 0 for no effect and ±100 for the full control effect; nearly all actives have a fitted effect of over 55% in size
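ATXN2-luciferase reporter cells (luciferase flanked by upstream and downstream ATXN2 gene portions) were treated 24 h at 37 °C with compounds at up to 57 uM. SteadyGlo luminescence gave expression; GF-AFC fluorescence gave viability.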
KB-V1 MDR tox: kills drug-selected multidrug resistant KB-V1 cells. KB-V1 MDR cells viability, CellTiter-Glo, 72 h. Potency, µM (titrated, usually from 46.1 µM), for the others: at the highest dose activity change, negative = cytotoxicity, hits mostly cytotoxic. 400,000 compounds, 3.4% hits. AID 1347076; note: potency is the fitted concentration of half-maximal effect; % is set by controls: 0 for no effect and ±100 for the full control effect; nearly all actives have a fitted effect of over 60% in size
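Cytotoxicity via CellTiter-Glo luminescence after 72 h compound exposure at 37 degrees C. Cells: drug-selected KB-V1 line, DMEM phenol-red free plus 10% FBS. Compounds tested at multiple concentrations; normalized data fitted to concentration-effect curves.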
SW480 rerep: inducers of DNA re-replication in SW480 colon cancer cells. SW480 DNA re-replication, Hoechst DNA content imaging, 48 h. Potency, µM (series often up to 46.1 µM), without a hit: top-dose re-replication activation, hits mostly activators. 340,000 compounds, 1.8% hits; note: potency is the fitted concentration of half-maximal effect; % of control where 0% means no effect; nearly all actives have a fitted effect of over 55% in size
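First, 250 cells per well were seeded. Next, compound or vehicle (23 nL) was pinned in, plates sat 48 hr at 37 C. Finally Hoechst was added for 40 min before fluorescence scanning.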
HT1080NT lethal: kills 2HG-producing HT-1080-NT fibrosarcoma cells. 360,000 compounds, 1.6% hits. AID 686970. Potency, µM (series often up to 46.1 µM), inactives show at the top dose activity, negative = less viability, most hits filed as cytotoxic. HT-1080-NT fibrosarcoma viability, CellTiter-Glo ATP luminescence, 48 h;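 note: NT is the 2HG producing partner of a matched IDH1 knockdown line; potency is the fitted concentration of half-maximal effect; 0% = DMSO-treated cells and -100% = media-only wells without cells; nearly all actives have a fitted effect of over 55% in size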
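Fibrosarcoma NT cells, 750 per well in 5% FBS RPMI, were exposed to compound for 48 hours. Viability: CellTiter-Glo luminescence.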
WRN helicase inh: WRN helicase (human) inhibition; Potency, µM (series often up to 114 µM), for inactives: top-dose activity change, negative = inhibition, actives largely listed as inhibitors; WRN helicase unwinding, fluorescent forked duplex, kinetic; 360,000 compounds, 0.46% hits; Q14191; note: potency is the fitted concentration of half-maximal effect; % is set by controls: 0 for no effect and ±100 for the full control effect; nearly all actives have a fitted effect of over 55% in size
Target sequence (Q14191 whole entry, looked up): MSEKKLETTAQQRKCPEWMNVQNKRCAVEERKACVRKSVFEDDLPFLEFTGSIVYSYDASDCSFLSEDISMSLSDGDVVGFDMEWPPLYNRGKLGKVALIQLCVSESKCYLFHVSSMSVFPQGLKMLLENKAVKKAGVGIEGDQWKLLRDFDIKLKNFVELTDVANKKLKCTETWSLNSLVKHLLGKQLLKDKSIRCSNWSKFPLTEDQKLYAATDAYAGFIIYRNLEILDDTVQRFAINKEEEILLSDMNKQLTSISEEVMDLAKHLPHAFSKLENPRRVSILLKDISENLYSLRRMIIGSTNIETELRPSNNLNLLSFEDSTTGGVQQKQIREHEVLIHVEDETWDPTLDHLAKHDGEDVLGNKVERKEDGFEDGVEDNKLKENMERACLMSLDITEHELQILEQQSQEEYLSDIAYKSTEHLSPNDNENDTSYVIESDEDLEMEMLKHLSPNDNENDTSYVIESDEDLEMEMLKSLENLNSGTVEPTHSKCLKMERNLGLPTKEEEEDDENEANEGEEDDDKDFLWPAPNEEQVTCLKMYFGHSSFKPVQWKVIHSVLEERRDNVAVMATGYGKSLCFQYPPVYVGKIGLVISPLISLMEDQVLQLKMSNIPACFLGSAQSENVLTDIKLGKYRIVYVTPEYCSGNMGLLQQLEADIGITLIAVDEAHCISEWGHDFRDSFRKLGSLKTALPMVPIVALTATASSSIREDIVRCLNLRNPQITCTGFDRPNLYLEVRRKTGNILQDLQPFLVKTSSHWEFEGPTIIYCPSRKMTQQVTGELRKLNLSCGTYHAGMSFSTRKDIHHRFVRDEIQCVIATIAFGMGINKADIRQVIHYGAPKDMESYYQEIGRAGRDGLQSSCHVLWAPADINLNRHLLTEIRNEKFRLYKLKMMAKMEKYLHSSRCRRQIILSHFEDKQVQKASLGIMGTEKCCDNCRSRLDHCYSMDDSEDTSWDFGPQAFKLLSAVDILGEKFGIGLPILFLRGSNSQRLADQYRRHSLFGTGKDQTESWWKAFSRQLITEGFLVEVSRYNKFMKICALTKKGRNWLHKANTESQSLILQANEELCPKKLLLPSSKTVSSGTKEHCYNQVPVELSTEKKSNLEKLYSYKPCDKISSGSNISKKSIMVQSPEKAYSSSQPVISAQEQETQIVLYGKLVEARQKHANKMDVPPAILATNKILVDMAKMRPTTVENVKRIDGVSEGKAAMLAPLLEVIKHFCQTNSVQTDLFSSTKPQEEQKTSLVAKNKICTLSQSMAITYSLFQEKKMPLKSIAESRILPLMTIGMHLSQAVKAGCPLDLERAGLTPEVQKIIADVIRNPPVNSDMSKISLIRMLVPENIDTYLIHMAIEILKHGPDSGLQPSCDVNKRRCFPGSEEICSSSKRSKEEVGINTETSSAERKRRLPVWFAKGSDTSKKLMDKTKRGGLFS
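Kinetic fluorescence helicase assay: unwinding of a quenched forked DNA duplex (100 nM final) with 2 mM ATP final raises red fluorescence (525/598 nm). Compounds sat 15 min at room temperature with 20 nM WRN beforehand.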
KB-3-1 tox: KB-3-1 parental cell cytotoxicity; KB-3-1 viability, CellTiter-Glo ATP luminescence, 72 h; 400,000 compounds, 1.4% hits; Potency, µM (series often up to 46.1 µM), inactives show top-dose activity change, negative = cytotoxic, hits mostly cytotoxic; note: potency is the fitted concentration of half-maximal effect; % is set by controls: 0 for no effect and ±100 for the full control effect; nearly all actives have a fitted effect of over 60% in size
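Using CellTiter-Glo luminescence, growth of non-resistant KB-3-1 adenocarcinoma cells is assessed 72 h after pin-tool compound addition at 37 °C. Normalized responses across the concentration series yield fitted curves.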
The depositor's hits bear a star; i = inactive; ? = inconclusive; · = not tested or not shown; [ ] = dose if it differs, or a comment. Unless noted, calls come from the whole dose curve; as a rule, active = well fitted curve in the direction sought with a large enough effect; inconclusive = small, poorly fitted or top-dose-only effect, or another doubt; inactive = no such curve, though single readings can be large; an effect the other way counts as inactive or inconclusive.

SMILES	MCF10A rereplic	IL1B secr inh	HT1080 IDH1KD tx	ATXN2 expr inh	KB-V1 MDR tox	SW480 rerep	HT1080NT lethal	WRN helicase inh	KB-3-1 tox
CC1CN(Cc2nc3c(c(=O)[nH]c(=O)n3C)n2CCCc2ccccc2)CC(C)O1 (stereo not given)	2%	0	2%	-14%	3.3µM*	-11%	0%	-1%	21%
CCOC(=O)c1c(C)[nH]c(C(=O)OCC(=O)N(C)c2c(N)n(Cc3ccccc3)c(=O)[nH]c2=O)c1C	1%	1	8%	1%	18%	-13%	2%	1%	17%
C[C@@H]1CN([C@H](C)CO)C(=O)CCCn2cc(nn2)CO[C@H]1CN(C)C(=O)c1ccccc1	·	-3	25%	-2%	3%	·	13%	-5%	0%
Cn1c(=O)c2c(ncn2CC(=O)OCC(=O)NCCc2ccccc2)n(C)c1=O	1%	5	2%	-2%	25%	-21%	-3%	-1%	5%
Cc1ccc(OCc2n[nH]c(=S)n2Cc2ccccc2)cc1	-3%	19	2%	-3%	-11%	-7%	-19%	-3%	-6%
CCOC(=O)c1ccccc1NC(=O)CSc1nc(N)cc(=O)[nH]1	8%	80	3%	16%	6%	-6%	-4%	-7%	-4%
O=C(CSc1nc(NS(=O)(=O)c2ccccc2)cc(=O)[nH]1)Nc1ccc(F)cc1	18%	6	-7%	-4%	18%	-3%	-6%	?	5%
Cc1ccc2c(c1)C1CN(C)CCC1N2C(=S)Nc1ccc(OC(F)F)cc1 (stereo not given)	-1%	-62*	-7%	-23%	?	1%	-17%	-33%	0%
CCn1cc(CN2CCCC(C(=O)Nc3ccc(-c4nc5ccccc5[nH]4)cc3)C2)c(C)n1 (stereo not given)	0%	?	?	0%	0%	1%	-22%	7%	-4%
Cc1ccc(NC(=O)C(C)N2C(=O)c3ccccc3C2=O)cc1S(=O)(=O)N1CCOCC1 (stereo not given)	-6%	35	3%	·	4%	4%	1%	-14%	-4%
Cc1cccc(NC(=O)Cc2ccc(Br)cc2)n1	0%	7	0%	20%	?	-4%	4%	1%	0%
Cc1ccc(S(=O)(=O)N2CCOCC2)cc1NC(=O)CNC(C)c1ccccc1 (stereo not given)	-3%	1	5%	0%	·	-1%	0%	-9%	·
COC(=O)[C@H](CC(C)C)NC(=O)NCc1ccc(Cl)cc1	0%	-8	0%	11%	-2%	-154%[inhibitor]	-4%	-4%	-3%
C/C(CC(=O)N(C(C)C)C(C)C)=N\NC(=O)COc1ccc(Br)cc1Br	-10%	1	2%	-6%[11.3 µM]	-25%	-4%	-3%	-19%[57.1 µM]	9%
O=C(O)c1ccccc1S(=O)(=O)NCC(O)COc1ccc(Br)cc1 (stereo not given)	-4%	-9	0%	-1%	8%	-1%	-2%	2%	-2%
Cc1cccc(N2C(=O)CC(N(C(=O)c3ccco3)c3cccc(C)c3)C2=O)c1 (stereo not given)	2%	38	-1%	1%	18%	6%	6%	6%	-1%
Cc1nc(C)c(C(=O)OCC(=O)Nc2ccc(C)c(C)c2)s1	·	6	-7%	·	8%	·	-2%	2%	-6%
CCCCC1(C)Cc2ccccc2C(=S)N1 (stereo not given)	5%	-4	1%	-16%	?	?	-3%	-3%	-14%
COc1ccc(NC(=O)CN(C)C(=O)c2cc(S(=O)(=O)N(C)C)ccc2N2CCCC2)cc1	2%	-13	1%	-6%	5%	-71%[inhibitor]	1%	-4%	26%
COc1ccc(N(Cc2ccc(N(C)C)cc2)C(=O)c2ccc(S(C)(=O)=O)cc2)cc1	0%	?	-1%	-5%	11%	5%	16%	-9%	-3%
CN(C)C(=O)CSc1nc(-c2cccs2)c(-c2cccs2)[nH]1	-5%	-10	-16%	2%	-2%	-37%[inhibitor]	-16%	-11%	-4%
NS(=O)(=O)c1ccc(CCNC(=O)C(=O)NCC2OCCN2S(=O)(=O)c2ccc(F)cc2)cc1 (stereo not given)	-1%	24	?	-15%	22%	-17%	?	1%	12%
Cc1ccc(-n2cc(CNCCc3ncc(C)[nH]3)c(-c3ccc(F)cc3)n2)cc1	?	-82*	21µM*	25µM*	?	?	16µM*	-4%	?
Cc1ccc(S(=O)(=O)N2CCN(C(=O)COC(=O)C3CCC3)CC2)c(C)c1	-2%	10	2%	5%	13%	-54%[inhibitor]	6%	0%	7%
Cc1ccc(-n2nnnc2SCC(=O)NNC(=O)c2ccco2)cc1C	-2%	24	3%	1%	11%	-7%	4%	1%	6%
O=C(COc1c(Cl)cccc1Cl)NN1C(=O)CSC1=S	-1%	-8	-9%	·	-16%	-52%[inhibitor]	-6%	-12%[11.6 µM]	3%
O=C(COc1cccc(Br)c1)N/N=C/C(=O)c1ccccc1	1%	-11	-13%	6%	0%	-2%	-29%	-5%	0%
COc1cc(S(=O)(=O)N2CCC(c3nc4ccccc4s3)CC2)ccc1S(=O)(=O)N1CC(C)CC(C)C1 (stereo not given)	1%	16	-7%	-19%	?	-1%	2%	-1%	-1%
Cc1ccc(C)c(CNS(=O)(=O)c2c(C)[nH]c(C)c2C(=O)N2CCCC2)c1	4%	-13	1%	4%	16%	-16%	4%	11%	8%
O=c1oc2cc(OCc3nn[nH]n3)ccc2c2c1CCCC2	0%	9	1%	-9%	11%	-15%	11%	-15%	-1%
Cc1cc(NC(=O)CC(C)(C)C)nc2c1c(=O)oc1ccccc12	24%	39	16%	3%	-16%	?	-8%	-6%	0%
COC(CNc1ncnc2sc(-c3ccccc3)cc12)OC	20%	?	-1%	-31%	14%	2%	-3%	-6%	-3%
O=[N+]([O-])c1ccc(/C=C/C2=NN(c3ccccc3)C(c3ccco3)C2)o1 (stereo not given)	3%	-4	?	5%	?	-5%	-15%	?	7.3µM*
NS(=O)(=O)c1ccc(N2N=C(c3ccccc3)CC2c2ccc(F)cc2)cc1 (stereo not given)	21µM*	-61*	-20%	?	?	21µM*	-4%	-24%	4%
Cc1cc(=O)oc2c3c(cc(OCC(=O)NC(C)C)c12)OC(C)(C)CC3	13%	-1	-3%	-5%	-27%	0%	-4%	4%	-1%
CN1C(=O)N(C)C2(c3ccccc3)NC(=O)NC12c1ccccc1 (stereo not given)	10%	4	1%	-1%	-3%	0%	-6%	-20%	4%

Two entries from above, set out differently.
| Molecule | MCF10A rereplic | IL1B secr inh | HT1080 IDH1KD tx | ATXN2 expr inh | KB-V1 MDR tox | SW480 rerep | HT1080NT lethal | WRN helicase inh | KB-3-1 tox |
| --- | --- | --- | --- | --- | --- | --- | --- | --- | --- |
| CCOC(=O)c1c(C)[nH]c(C(=O)OCC(=O)N(C)c2c(N)n(Cc3ccccc3)c(=O)[nH]c2=O)c1C | 1% | 1 | 8% | 1% | 18% | -13% | 2% | 1% | 17% |
| C[C@@H]1CN([C@H](C)CO)C(=O)CCCn2cc(nn2)CO[C@H]1CN(C)C(=O)c1ccccc1 | · | -3 | 25% | -2% | 3% | · | 13% | -5% | 0% |

(next part)
SMILES	MCF10A rereplic	IL1B secr inh	HT1080 IDH1KD tx	ATXN2 expr inh	KB-V1 MDR tox	SW480 rerep	HT1080NT lethal	WRN helicase inh	KB-3-1 tox
CC(=O)N(c1ccccc1)c1nc(/C=C/C(=O)Nc2c(C)cc(C)cc2C)cs1	2%	i	2%	1%	?	5%	8%	9%	-1%
C=CCn1c(=O)c(C(=O)NC2CC2)c(O)c2cc(OC)c(OC)cc21	3%	14	-9%	-7%	0%	9%	-1%	7%	4%
CCCCS(=O)(=O)/C=C\C=C/S(=O)(=O)CCCC	?	-123*	?	7.1µM*	-6%	?	6.5µM*	45µM*	7.3µM*
Cc1ccnc(NC(=O)c2cc(S(=O)(=O)N3CCCCC3)ccc2Cl)c1	5%	-8	-5%	-20%	3%	0%	-9%	-10%	14%
CCn1c(Cl)c(C=O)s/c1=N\S(=O)(=O)c1ccccc1	1.2µM*	-3	8.2µM*	13µM*	?	15µM*	13µM*	40µM*	?
Cc1ccc(C(=O)OCC(=O)NC(=O)c2cccn2C)cc1[N+](=O)[O-]	0%	3	8%	-1%	1%	-5%	3%	-4%	12%
CC1CCC2(CC1)NC(=O)N(CC(=O)NCc1ccc3c(c1)OCO3)C2=O (stereo not given)	18%	8	-4%	·	25%	-4%	-3%	3%	4%
CC(C)C(C(=O)Nc1nccs1)c1ccccc1 (stereo not given)	20%	58	-21%	-6%	-6%	-3%	-2%	4%	-3%
O=C(NCCc1ccccc1)C1CCN(S(=O)(=O)N2CCC3(CC2)OCCO3)CC1	2%	12	7%	0%	-20%	?	7%	1%	24%
COC(=O)[C@]1(C)N[C@H](c2ccc(SC3CCCCC3)c(OC)c2)[C@@H]2C(=O)N(C)C(=O)[C@@H]21	5%	2	-1%	2%	?	-77%[inhibitor]	6%	3%	0%
COc1ccc(NC(=O)Cn2nc(C(F)(F)F)c3c2CCCC3)c(OC)c1	10%	28	0%	-9%	11%	-4%	6%	4%	2%
Cc1ccc(Nc2nnc(SC3CCOC3=O)s2)cc1 (stereo not given)	0%	-8	1%	6%	2%	-12%	13%	-2%	3%
Cc1nc2ccccc2n1CC(O)Cn1c2ccccc2c2ccccc21 (stereo not given)	?	-56*	-13%	?	?	?	-6%	-18%	18µM*
Cc1noc(C)c1S(=O)(=O)N(CC(=O)NC(C)c1ccccc1)c1ccc(C(C)C)cc1 (stereo not given)	12%	-53*	-29%	-1%	-4%	?	-20%	7%	-5%
CC(C)(Oc1ccc(Cl)cc1)C(=O)NC1CCN(Cc2ccccc2)CC1	?	?	-16%	-5%	-4%	-560%[inhibitor]	-21%	2%	-6%
O=C(Nc1ccc(Cl)cc1)N1CCSCC1	-1%	-6	-17%	4%	-22%	?	5%	12%	-2%
CC1(C)CC(=O)N(CC(=O)NCc2ccccc2)c2ccccc2S1(=O)=O	-3%	0	9%	2%	-7%	6%	5%	2%	-7%
CCn1nc(NS(=O)(=O)c2ccc(F)cc2)c2cc3cccc(C)c3nc21	?	35	-8%	14%	26%	?	-21%	-6%	7%

Compounds were not picked by outcome (roughly 12% active in at least one column).
